High-throughput results deposited in PubChem BioAssay by University of Kansas High Throughput Screening Laboratory.
Pf apPOL block = Pf-apPOL DNA polymerase inhibition; actives 0.25% (n = 210,000); Recombinant Pf-apPOL, molecular beacon fluorescence, 1.5 h; AID 1794808; inhibition, % at 10 µM
mHTT CaM bind = inhibitors of human mutant huntingtin-calmodulin interaction; P42858; AlphaScreen His-mHTT/GST-CaM binding, luminescence; inhibition, % at 15 µM; actives 3.6% (n = 190,000);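 note: 0% = both proteins with DMSO and 100% = one protein alone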
Target sequence (P42858 whole entry, looked up, stated change not applied): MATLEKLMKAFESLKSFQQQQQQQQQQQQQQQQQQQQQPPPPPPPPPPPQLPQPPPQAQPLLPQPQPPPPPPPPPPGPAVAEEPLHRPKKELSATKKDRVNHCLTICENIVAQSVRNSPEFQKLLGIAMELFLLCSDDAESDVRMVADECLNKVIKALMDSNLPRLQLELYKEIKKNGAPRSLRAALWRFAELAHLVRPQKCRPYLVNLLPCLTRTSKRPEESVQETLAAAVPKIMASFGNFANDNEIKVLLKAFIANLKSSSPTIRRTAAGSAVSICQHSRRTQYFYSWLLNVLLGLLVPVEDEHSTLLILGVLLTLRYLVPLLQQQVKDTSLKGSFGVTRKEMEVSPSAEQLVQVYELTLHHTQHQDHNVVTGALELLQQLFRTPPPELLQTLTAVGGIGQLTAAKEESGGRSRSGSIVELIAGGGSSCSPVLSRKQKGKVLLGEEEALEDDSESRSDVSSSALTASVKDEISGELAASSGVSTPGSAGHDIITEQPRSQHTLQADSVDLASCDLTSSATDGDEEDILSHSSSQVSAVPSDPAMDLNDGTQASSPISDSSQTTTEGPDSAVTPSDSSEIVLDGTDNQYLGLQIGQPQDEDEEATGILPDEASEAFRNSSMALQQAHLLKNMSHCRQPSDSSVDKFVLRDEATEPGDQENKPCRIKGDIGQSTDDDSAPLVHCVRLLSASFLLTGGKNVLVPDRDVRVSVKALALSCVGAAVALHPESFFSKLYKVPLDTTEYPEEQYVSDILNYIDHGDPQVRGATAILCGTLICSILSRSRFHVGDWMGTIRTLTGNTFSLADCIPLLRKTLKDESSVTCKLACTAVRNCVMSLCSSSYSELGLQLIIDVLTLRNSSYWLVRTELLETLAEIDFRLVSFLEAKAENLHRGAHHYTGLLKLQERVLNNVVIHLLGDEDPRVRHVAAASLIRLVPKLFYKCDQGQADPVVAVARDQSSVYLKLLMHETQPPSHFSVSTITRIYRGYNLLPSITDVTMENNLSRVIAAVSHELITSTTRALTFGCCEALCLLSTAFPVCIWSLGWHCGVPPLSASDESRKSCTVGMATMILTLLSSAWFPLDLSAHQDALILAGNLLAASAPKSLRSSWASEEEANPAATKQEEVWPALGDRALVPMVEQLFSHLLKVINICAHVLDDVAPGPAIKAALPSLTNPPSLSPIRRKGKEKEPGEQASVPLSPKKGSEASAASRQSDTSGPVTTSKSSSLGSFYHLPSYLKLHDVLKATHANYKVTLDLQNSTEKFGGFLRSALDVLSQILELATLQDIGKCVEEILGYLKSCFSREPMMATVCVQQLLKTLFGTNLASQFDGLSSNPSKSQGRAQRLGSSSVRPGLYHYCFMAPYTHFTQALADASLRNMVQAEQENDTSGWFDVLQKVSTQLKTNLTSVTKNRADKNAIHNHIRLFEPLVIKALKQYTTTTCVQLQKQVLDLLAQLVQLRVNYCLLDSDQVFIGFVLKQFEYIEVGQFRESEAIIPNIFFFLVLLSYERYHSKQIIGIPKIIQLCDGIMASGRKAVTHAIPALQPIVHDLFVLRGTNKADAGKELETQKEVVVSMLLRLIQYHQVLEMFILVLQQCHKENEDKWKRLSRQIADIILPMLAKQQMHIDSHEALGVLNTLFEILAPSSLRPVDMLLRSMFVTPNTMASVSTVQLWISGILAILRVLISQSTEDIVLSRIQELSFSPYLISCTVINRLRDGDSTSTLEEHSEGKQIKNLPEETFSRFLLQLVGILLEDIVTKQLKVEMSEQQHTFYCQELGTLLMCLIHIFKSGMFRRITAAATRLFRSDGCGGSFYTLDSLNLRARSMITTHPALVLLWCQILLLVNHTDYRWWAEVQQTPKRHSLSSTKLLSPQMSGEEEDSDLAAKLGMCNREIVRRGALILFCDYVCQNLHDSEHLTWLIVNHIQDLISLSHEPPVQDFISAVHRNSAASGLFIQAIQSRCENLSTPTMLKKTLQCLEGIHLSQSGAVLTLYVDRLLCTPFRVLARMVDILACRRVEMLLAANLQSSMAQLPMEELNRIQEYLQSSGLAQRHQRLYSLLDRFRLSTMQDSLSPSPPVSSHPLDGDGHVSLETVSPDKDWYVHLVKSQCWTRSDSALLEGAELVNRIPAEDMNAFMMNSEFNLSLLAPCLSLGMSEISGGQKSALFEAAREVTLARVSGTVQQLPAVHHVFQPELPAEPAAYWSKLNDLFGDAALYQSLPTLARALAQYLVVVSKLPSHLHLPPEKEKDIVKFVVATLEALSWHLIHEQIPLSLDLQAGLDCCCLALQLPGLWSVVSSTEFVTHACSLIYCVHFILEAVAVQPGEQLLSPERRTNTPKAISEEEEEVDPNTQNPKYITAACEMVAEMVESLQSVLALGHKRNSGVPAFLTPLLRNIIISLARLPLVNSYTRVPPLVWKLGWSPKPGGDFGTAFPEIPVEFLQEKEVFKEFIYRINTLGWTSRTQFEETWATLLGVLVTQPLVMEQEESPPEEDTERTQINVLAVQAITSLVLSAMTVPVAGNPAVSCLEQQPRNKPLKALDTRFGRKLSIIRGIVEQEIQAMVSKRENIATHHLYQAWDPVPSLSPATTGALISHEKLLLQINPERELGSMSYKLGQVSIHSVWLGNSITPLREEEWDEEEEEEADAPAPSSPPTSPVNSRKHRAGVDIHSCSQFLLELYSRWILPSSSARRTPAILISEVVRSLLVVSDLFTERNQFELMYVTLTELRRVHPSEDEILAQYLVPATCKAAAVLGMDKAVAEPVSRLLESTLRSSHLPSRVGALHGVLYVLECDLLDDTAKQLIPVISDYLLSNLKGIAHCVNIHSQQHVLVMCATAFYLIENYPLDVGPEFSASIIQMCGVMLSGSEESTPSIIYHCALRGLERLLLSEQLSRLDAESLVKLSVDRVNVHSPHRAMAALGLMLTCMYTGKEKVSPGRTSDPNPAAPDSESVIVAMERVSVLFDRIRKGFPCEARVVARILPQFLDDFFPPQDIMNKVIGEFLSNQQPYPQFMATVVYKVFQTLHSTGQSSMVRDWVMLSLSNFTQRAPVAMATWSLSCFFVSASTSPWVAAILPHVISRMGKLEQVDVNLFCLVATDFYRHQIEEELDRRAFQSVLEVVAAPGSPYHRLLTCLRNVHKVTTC
Starred values were filed as active, the others as inactive; · = not tested or not shown; & = joins results of further samples. Cut-off read from the data, not from the text of the source: active = inhibition above about 50%; inactive = the rest.

| molecule | mHTT CaM bind | Pf apPOL block |
| --- | --- | --- |
| O=C(Nc1c2c(nn1-c1ccc([N+](=O)[O-])cc1)CS(=O)(=O)C2)c1ccccc1F | 4 | -2 |
| COc1ccccc1C(CCNCc1ccccc1)c1ccc2c(c1)OCO2 (stereo not drawn) | 47 | -5 |
| COc1ccccc1CNC(=O)c1ccc(C)c(Cl)c1 | -13 | -5 |
| O=C(NC1CC1)c1ccc(-c2ccsc2)nc1 | -6 | -7 |
| CCCCNC(=O)C1CCN(C(=O)c2nnn3c2COC(c2ccc(C)cc2)C3)CC1 (stereo not drawn) | 5 | 0 |
| COc1cccc(-c2cc(C3CCN(C(=O)Nc4ccc(OC)c(Cl)c4)CC3)[nH]n2)c1 | 33 | -3 |
| O[C@@H]1CN(Cc2cccs2)[C@@H](c2ccc(Cl)cc2)C[C@H]1n1cc(-c2ccc(F)cc2)nn1 | -7 | -5 |
| CNC(=O)N1CCCC(OCc2nc(-c3ccccc3)no2)C1 (stereo not drawn) | -12 | -4 |
| Cc1ccc(C)c(OCC(O)CNC(C)C)c1 (stereo not drawn) | 3 | -3 |
| CCCn1c2ccccc2c2nnc(SCC(=O)Nc3ccc(OC)cc3)nc21 | 4 | 2 |
| O=C(c1ccccc1Br)N1CCC(c2cnn(-c3ccccc3)c2)CC1 | -3 | -6 |
| CC1N(CCCCCC(=O)O)c2ccc3ccccc3c2C1(C)C (stereo not drawn) | 0 | -66 |
| CCOc1ccc(/C=C2\SC(=O)NC2=O)c(O)c1 | 3 | -300 |
| C/C(N)=C\C(=O)N1CCCCC1 | -4 | -2 |
| CCCNc1cc(N2CCCC(CCC(=O)N3CCN(CC(C)C)CC3)C2)ncn1 (stereo not drawn) | 10 | -6 |
| COc1ccc(C2=N/C(=C\c3cccc([N+](=O)[O-])c3)C(=O)O2)cc1OC | -1 | 1 |
| O=C(CSc1nccn1-c1cccc(Cl)c1)Nc1cccc(C(F)(F)F)c1 | 61* | -2 |
| Cc1nc(-c2ccccc2)nc2[nH]c(-c3ccccc3)cc(=O)c12 | 26 | -11 |
| Cc1ccc(-c2nc3ccccn3c2NC(=O)CC(C)C)cc1 | 8 | 6 |
| CC1=C/C(=C/c2ccc(-c3cccc([N+](=O)[O-])c3)o2)C(=O)O1 | 34 | -3 |
| Cc1cc2c(c(=O)[nH]1)C(=O)OC2 | -5 | · |
| COC(=O)[C@H](C(C)C)N1CCc2nnn(CC3CCCCC3)c2-c2ccccc2S1(=O)=O | -13 | -5 |
| CCOC(=O)c1nc(C)sc1-c1ccnn1C(=O)c1ccc(OC)cc1 | · | -8 |
| Cn1c(=O)c([N+](=O)[O-])c(NCc2ccco2)c2ccccc21 | 2 | -9 |
| O=C(N1CCN(c2ccccc2F)CC1)C1(c2cccs2)CCOCC1 | -12 | -5 |
| CCOc1cc(/C=C2\SC(=O)N(C)C2=O)c(Br)cc1O | 12 | -16 |
| CCc1nc2cccnc2n1C1CCN(C(=O)NCCCOC)C1 (stereo not drawn) | 3 | 0 |
| CC(C)CNC(=O)c1nn2c(c1Cl)NC(c1cccs1)CC2C(F)(F)F (stereo not drawn) | 1 | -3 |
| CCN(CC)c1ncc2c(n1)CCC(C(=O)N1CCN(c3ccc(C)cc3)CC1)C2 (stereo not drawn) | 6 | -4 |
| COc1cc(NC(C)=O)ccc1NC(=O)c1cccs1 | -1 | -3 |
| Cc1ccc(S(=O)(=O)NC2CCC(NS(=O)(=O)c3ccc(C)cc3)CC2)cc1 (stereo not drawn) | 3 | 0 |
| CC(=O)N1N=C2c3ccccc3CCC2C1c1ccc(F)cc1 (stereo not drawn) | · | -10 |
| CC1CN=C2C=C(N3CCN(C(=O)Nc4ccc(C(F)(F)F)cc4)CC3)N=CN21 (stereo not drawn) | -22 | 1 |
| CCc1ccc(NC(=O)Cn2c(CC)nc3c(c2=O)CN(Cc2ccccc2)CC3)cc1 | 14 | 0 |
| Cc1ccc(S(=O)(=O)N2CCN(Cc3ccccc3)CC2)c2nsnc12 | 13 | -4 |
| C[C@H]1[C@@H](OC(=O)Oc2ccc([N+](=O)[O-])cc2)CC[C@@]23CCCN2C(=O)CCC[C@@H]13 | 10 | -9 |
| CCc1cccc(C)c1NC(=O)c1cc(OC)cc(OC)c1 | -4 | -3 |
| O=C(Nc1ccc(F)cc1)Nc1ccccc1I | 3 | -1 |
| O=C(CC1CCN(C(=O)c2ccccc2)CC1)N1CCN(c2ccccn2)CC1 | -4 | -2 |
| Cc1cc(C)n(S(=O)(=O)c2ccc3c(c2)C(=O)c2ccccc2C3=O)n1 | 6 | -2 |
| NCCNc1ccc(C(N)=O)cc1[N+](=O)[O-] | -3 | -5 |
| COc1ccc(N=C2NC(=O)/C(=C\c3ccc(Cl)cc3)S2)cc1 | 4 | -9 |
| CC(C)(C)NC(=O)N1CC(c2nc(-c3cccnc3)no2)C2(CCOCC2)C1 (stereo not drawn) | -4 | 0 |
| CCCCSc1nc2c(c(=O)n1-c1ccc(Cl)cc1)SCC2 | 17 | -2 |
| CC(C)C(NS(=O)(=O)c1cccs1)C(=O)NCCc1ccc(Cl)cc1 (stereo not drawn) | 8 | -1 |
| COc1ccc(CCNC(=O)Nc2ccccc2NC(=O)c2cccnc2)cc1 | -10 | -3 |
| COc1ccc(NC(=O)c2ccc(Br)cc2)c2ncccc12 | 3 | 6 |
| O=C1c2cc(S(=O)(=O)NCCCO)ccc2-c2ccc(S(=O)(=O)NCCCO)cc21 | 0 | -4 |

One compound at a time, from the list above.
COc1ccc(CCNC(=O)Nc2ccccc2NC(=O)c2cccnc2)cc1 across the screens: mHTT CaM bind = -10; Pf apPOL block = -3
O=C1c2cc(S(=O)(=O)NCCCO)ccc2-c2ccc(S(=O)(=O)NCCCO)cc21 across the screens: mHTT CaM bind = 0; Pf apPOL block = -4
CC(C)(C)NC(=O)N1CC(c2nc(-c3cccnc3)no2)C2(CCOCC2)C1 (stereo not drawn) across the screens: mHTT CaM bind = -4; Pf apPOL block = 0

More results:
| molecule | mHTT CaM bind | Pf apPOL block |
| --- | --- | --- |
| O=C(CSCc1ccc(F)cc1)N1CCC2(CC1)Nc1cc(F)ccc1-n1cccc12 | 100* | -1 |
| O=C(Nc1cc(C(=O)Nc2cccc(O)c2)cc(C(=O)Nc2cccc(O)c2)c1)c1ccccc1 | 28 | 0 |
| CCNC(=O)c1csc(COc2cccc(C)c2C)n1 | -2 | -6 |
| O=[N+]([O-])c1cccc(C2CC(c3ccc(Cl)cc3)Nc3ncnn32)c1 (stereo not drawn) | 43 | 1 |
| Cc1cn(C2OCC(O)C2CO)c(=O)[nH]c1=O (stereo not drawn) | · | -4 |
| CCCN(CCC)CCCNC(=O)c1cn(CCOC)c(=O)c2c1c1ccccc1n2C | 1 | 1 |
| CCCN1C(=O)c2ccccc2NC1c1ccc(OC)c(COc2cccc(OC)c2)c1 (stereo not drawn) | -4 | 2 |
| COc1ccc2oc(=N)c(C(=O)Nc3ccc(Cl)cc3Cl)cc2c1 | -3 | 5 |
| CCOC(=O)CC[C@@H]1CC[C@]2(CCCN(S(=O)(=O)c3ccccc3)C2)O1 | -4 | -4 |
| COc1ccc(Cl)cc1Nc1nc(C)cc(C)c1C(N)=O | -5 | 13 |
| CC(C)C(=O)Nc1ccc(NC(=O)C(C)(C)C)cc1 | -6 | 0 |
| C#CC(C)(CC)OCC(O)CS(=O)(=O)O (stereo not drawn) | · | -1 |
| CC(NC(=O)CSc1nnc(-c2ccco2)n1-c1ccccc1)c1ccccc1 (stereo not drawn) | 2 | -48 |
| Cc1ccc2[nH]c3c(c2c1)CN(C)CC3 | 3 | -2 |
| Cc1nn(-c2ccccc2)c2sc(C(=O)N(C)C)cc12 | 3 | 2 |
| CCOC(=O)Cc1ccc(NC(=O)N2CCCC2c2ccc(F)cc2)cc1 (stereo not drawn) | -2 | -6 |

Looked up above:
C#CC(C)(CC)OCC(O)CS(=O)(=O)O (stereo not drawn) @ Pf apPOL block = -1
COc1ccc(Cl)cc1Nc1nc(C)cc(C)c1C(N)=O @ mHTT CaM bind = -5

Following part.
| molecule | mHTT CaM bind | Pf apPOL block |
| --- | --- | --- |
| O=C(Nc1cccc(Cl)c1)Nc1ccc2nncn2c1 | -8 | 1 |
| O=C(Nc1nccn(-c2ccc(F)c(F)c2)c1=O)c1cccc(F)c1 | 4 | 0 |
| Cc1cc(C(=O)Nc2ccc3c(c2)CCC(=O)N3C)no1 | -2&-10 | -12&-14 |
| CN(C)c1ccc(/C=C2\C(=O)Nc3ccc(Br)cc32)cc1 | 99* | -34 |
| Cc1ccc([N+](=O)[O-])cc1NC(=O)C1CC(O)CN1C(=O)Oc1ccccc1 (stereo not drawn) | -3 | 6 |
| COc1ccc(C=C2C(=O)OC(C)(C)OC2=O)cc1OC | 6 | 0 |
| O=C(O)CCc1ccc2ccccc2c1 | -2 | -10 |
| CCN1CCCC1CNC(=O)c1nn(-c2cc(OC)cc(OC)c2)c(=O)c2ccccc12 (stereo not drawn) | 1 | -4 |
| COc1cc(Cl)ccc1C(=O)N1CCN(c2nc3ccncc3n(C)c2=O)CC1 | 11 | 5 |
| COc1ccc(NC2(c3ccc(Cl)cc3)C(=O)c3ccccc3C2=O)cc1 | 100* | -3 |
| OC(C#Cc1ccccc1)C#Cc1ccccc1 | -15 | 4 |
| Cc1sc2nc3c4ccccc4c(Sc4ccccc4)nn3c(=O)c2c1C | -10 | 0 |
| Cc1ccc(C2=N/C(=C\c3ccccc3Br)C(=O)O2)cc1 | 1 | -11 |
| C=C(CCC(C(=O)O)C1C(O)CC2(C)C3=C(CCC12C)C1(C)CCC(OC(C)=O)C(C)(C)C1CC3)C(C)C (stereo not drawn) | · | -9 |
| COc1ccc(/C=C(\NC(=O)c2ccco2)C(=O)Nc2ccc(OC)cc2)cc1 | 11 | 1 |
| COc1ccc(N/C=C(\C#N)c2nc(-c3cccs3)cs2)cc1 | 5 | 1 |
| O=C(NC1CC2CC1N(C(=O)c1cccc(C(F)(F)F)c1)C2)c1ccccc1 (stereo not drawn) | 0 | -4 |
| O=C(CCN1C(=O)c2cccc([N+](=O)[O-])c2C1=O)Nc1nccs1 | 4 | 6 |
| COc1ccc(OC)c(NC(=O)c2c(C)nc3ccccn23)c1 | 11 | -1 |
| Fc1ccccc1CN1CCc2nc(N3CCOCC3)ncc2C1 | 6 | 0 |
| COc1cc2c(cc1NC(=O)c1ccc(OC)c(OC)c1OC)oc1ccccc12 | -3 | -6 |
| O=S(=O)(c1ccccc1)N1N=C(c2cccs2)CC1c1ccc(F)cc1 (stereo not drawn) | -13 | -94 |
| CC1(C)CC2CC(C)(CN2c2ccc(N3C(=O)C4C5C=CC(C5)C4C3=O)cc2[N+](=O)[O-])C1 (stereo not drawn) | 47 | -10 |
| O=C(O)CC(C(=O)O)N1C(=O)C(=Cc2cccc(Br)c2)SC1=S (stereo not drawn) | -1 | -14 |
| CCc1ccccc1NC(=O)C1CCc2sc(C(=O)N(C)C)cc2C1 (stereo not drawn) | -4 | -2 |
| Cc1ccc(NC(=O)NCCC2CCN(S(=O)(=O)c3ccc(F)cc3)CC2)cc1 | 20 | 5 |
| CCOc1ccccc1Oc1c(C)oc2cc(OCC#N)ccc2c1=O | 0 | -6 |
| CCC(=O)Nc1nc(C)c(-c2csc(Nc3ccccc3OC)n2)s1 | 41 | 28 |
| O=C(c1cnn2c(C(F)(F)F)cc(-c3ccco3)nc12)N1CCCC1c1ccc(F)cc1 (stereo not drawn) | 17 | -3 |
| COc1cccc(-c2coc3c(C)c4oc(=O)c5cc(OC)ccc5c4cc23)c1 | -4 | 2 |
| O=C1C(=Cc2cccc3ccccc23)SC(=S)N1CCc1ccc(Cl)cc1 | · | -2&-6 |
| O=C(C1CCC1)N1CCc2sc(S(=O)(=O)NCc3ccc4c(c3)OCO4)cc2C1 | 7 | -11 |
| CCOC(=O)c1oc2cc(OCC#N)ccc2c(=O)c1-c1ccc2c(c1)OCCO2 | -1&-1 | -1&2 |
| CCc1onc(C)c1C1CCCN1C(=O)c1cc(-c2ccc3c(c2)OCO3)on1 (stereo not drawn) | -2 | 1 |
| CC(=O)c1cccc(NC(=O)N2CCc3c(nc4cc(-c5ccccc5)[nH]n4c3=O)C2)c1 | 1 | -1 |
| CCC(=O)N1CCN(c2nc(C)nc(CC)c2Cc2cccc(C)c2)CC1 | 1 | -4 |
| CC(=O)Nc1ccc(NC(=O)c2ccc(-c3cccc(Cl)c3Cl)o2)cc1 | 4 | -9 |
| O=C(NCCc1csc(-c2ccccc2)n1)C1CCN(C(=O)COc2ccccc2)CC1 | 21 | -3 |
| CC(C)c1cc(C2CCCN2Cc2cccc(F)c2)on1 (stereo not drawn) | -8 | -3 |
| O=C1N=C(N2CCN(CCO)CC2)S/C1=C\c1ccc(Br)cc1 | 34 | -4 |
| COc1ccc(C2CC(=O)C(C=Nc3cc(Cl)ccc3O)=C(O)C2)cc1 (stereo not drawn) | 4 | -10 |
| CC1=C(C(=O)Nc2ccc(C)cc2C)C2(CCC(C)CC2)OC1=O (stereo not drawn) | -7 | 1 |
| O=S(=O)(CCNCc1ccco1)NCc1ccccc1 | -2 | -2 |
| CCn1nccc1C(=O)N1CCCC1c1ccc(Cl)cc1 (stereo not drawn) | -2 | -3 |
| Cc1ccc(-c2nc3cc(Cl)ccc3o2)cc1NC(=O)COc1ccccc1[N+](=O)[O-] | -4 | -2 |
| COC(=O)Nc1ccc(S(=O)(=O)N(C)C)cc1 | -5 | 4 |
| Cc1cc(=S)c2n(Cc3ccccc3)nc[n+]2[nH]1 | 19 | -16 |
| Cc1ccccc1-n1ccn(CC(=O)NCc2ccco2)c(=O)c1=O | 1 | 19 |
| O=C(c1ccc2nc[nH]c2c1)N1CCC(c2nc(-c3ccccc3)no2)C1 (stereo not drawn) | 14 | -4 |
| O=C(c1ccccc1Br)N1CCC(c2ccncc2)CC1 | -3 | 1 |
| C[C@H](c1ccccc1)N1C[C@@H](COCc2ccccc2)Oc2cc(N3CC[C@@H](O)C3)ccc2S1(=O)=O | 44 | -7 |
| CC1CCN(C(=O)C2=CN(c3ccccc3)c3cc(Cl)ccc3S2(=O)=O)CC1 | 19 | -4 |
| CC1CCC(C(C)C)C(OC(=O)C(O)C(O)C(=O)OC2CC(C)CCC2C(C)C)C1 (stereo not drawn) | -2 | -4 |
| O=C(CCc1ccccc1)Nc1nnc(SCC(=O)c2ccc(Cl)cc2)s1 | -1 | 3 |
